Screening data from PubChem.
uPA generation = qHTS for Inhibitors of Cell Surface uPA Generation; 330,000 compounds, 0.31% hits; cell surface uPA generation assay, qHTS; AID 540303, 2011; Potency, µM (doses to about 38.3 µM), without a hit: at the highest dose activity change, negative = inhibition, hits mostly inhibitors; active = well fitted inhibition curve with a large enough effect; inconclusive = small, poorly fitted or top-dose-only effect; inactive = no such curve, though single readings can be large or run the other way; tested in mouse RAW 264.7 cells; also: potency is read from the fitted curve at half-maximal effect; % is scaled to controls: 0 for no effect and ±100 for the full control effect; nearly all actives have a fitted effect of over 55% in size
RORgamma inh = qHTS for inhibitors of ROR gamma transcriptional activity. Drosophila S2 Gal4-RORgamma UAS-luciferase reporter, 20 h. 310,000 compounds, 5.4% hits. Nuclear receptor ROR-gamma (Mus musculus), P51450. Potency, µM (top dose mostly 53.6 µM), for the others: at the highest dose activity change, negative = inhibition, actives largely listed as inhibitors; also: potency is read from the fitted curve at half-maximal effect; % is scaled to controls: 0 for no effect and ±100 for the full control effect; nearly all actives have a fitted effect of over 60% in size
Target sequence (P51450 whole entry, looked up, the tested form may be a part): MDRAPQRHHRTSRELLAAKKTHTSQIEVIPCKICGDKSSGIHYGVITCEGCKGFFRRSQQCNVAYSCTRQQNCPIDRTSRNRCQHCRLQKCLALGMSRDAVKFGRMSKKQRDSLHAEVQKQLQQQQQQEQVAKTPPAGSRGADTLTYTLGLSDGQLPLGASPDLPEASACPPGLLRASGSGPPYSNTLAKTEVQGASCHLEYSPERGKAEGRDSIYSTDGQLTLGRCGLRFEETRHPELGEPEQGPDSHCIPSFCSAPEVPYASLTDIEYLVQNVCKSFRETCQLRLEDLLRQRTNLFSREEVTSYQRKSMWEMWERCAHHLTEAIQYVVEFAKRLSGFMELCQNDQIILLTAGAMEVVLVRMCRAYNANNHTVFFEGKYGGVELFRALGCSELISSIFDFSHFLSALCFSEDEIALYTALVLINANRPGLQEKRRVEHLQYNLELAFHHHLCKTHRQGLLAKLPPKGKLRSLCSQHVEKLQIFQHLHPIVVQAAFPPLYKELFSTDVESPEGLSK
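Schneider cells (Drosophila), stable Gal4 DBD–ROR gamma + UAS-luc; 1 hr cmpd preincubation; Cu2+ induction 700 uM final; 20 hr ambient; luminescence.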
Giardia kill = Small Molecules that selectively kill Giardia lamblia: qHTS; activity change, % at 7.66 µM, hits read low; Giardia lamblia trophozoite viability; AID 540267, 2011; 340,000 compounds, 0.15% hits; in the data active = activity change below about -80%; inconclusive = between about -30% and that limit;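 also: parasites exposed to compound for two days anaerobically before the ATP read; % is scaled to controls: 0 for no effect and ±100 for the full control effect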
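Killing of trophozoites was scored by loss of ATP luminescence after a 48 hrs anaerobic exposure to compounds at 37 deg C, using 100 cells per well.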
FLuc modulator = qHTS profiling assay for firefly luciferase inhibitor/activator using purifed enzyme and Km concentrations of substrates (counterscreen for miR-21 project); Luciferin 4-monooxygenase (Photinus pyralis), P08659; 360,000 compounds, 6.9% hits; purified FLuc, Km substrates, luminescence inhibition; Potency, µM (titrated, usually from 57.5 µM), for inactives: at the highest dose activity change, negative = inhibition, actives largely listed as inhibitors;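 also: potency is read from the fitted curve at half-maximal effect; plate controls were vehicle for no effect and reference inhibitor for full effect; nearly all actives have a fitted effect of over 55% in size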
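Purified P. pyralis luciferase (10nM final) with 10uM D-luciferin and 10uM ATP (Km levels) in 50mM Tris acetate pH 7.5, 10mM Mg acetate, 0.01% Tween-20, 0.05% BSA; qHTS 6-point titration, ~60 µM downward; luminescence read.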
NPC1 prom act = qHTS Assay for NPC1 Promoter Activators. Huh7 NPC1 promoter luciferase reporter, 24 h. Potency, µM (series often up to 9.22 µM), without a hit: at the top dose activation, most hits filed as activators. 320,000 compounds, 2.4% hits;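 also: potency is read from the fitted curve at half-maximal effect; % of control where 0% means no effect; nearly all actives have a fitted effect of over 60% in size; reporter is driven by a mutant NPC1 promoter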
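Cells: Huh7 expressing luciferase under the NPC1 promoter, 1500/well. Seeded 2 h, compound added, incubated 24 h at 37 °C. Luciferase reagent, 10 min ambient, then luminescence.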
KCNH2 3.1 inh = qHTS for Inhibitors of KCHN2 3.1: Mutant qHTS. 340,000 compounds, 0.95% hits. activity change, % (tested at about 1.8 µM). U2OS KCNH2 3.1, thallium flux FluxOr; active compounds read low. Potassium voltage-gated channel subfamily H member 2, brain isoform KCNH2 3.1 (human);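 active = maximum activity change below -70%; inconclusive = maximum activity change from -70% to -50%; inactive = maximum activity change above -50%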;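 also: thallium influx rate constant from kinetic fluorescence after stimulation buffer; % is scaled to controls: 0 for no effect and ±100 for the full control effect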
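Normalized rate constant (relative to positive and negative DMSO controls) derived from a 2 min kinetic fluorescence read after stimulation; U2OS cells expressing the 3.1 isoform via virus at 1.77 x 10^8 /mL.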
Coupling enz = qHTS Assay for Inhibitors of Fructose-1,6-bisphosphate Aldolase from Giardia Lamblia: Coupling assay counterscreen | coupling enzyme system counterscreen, AmpLite Red fluorescence | activity change, negative = inhibition, % at 58.2 µM, hits read low | 290,000 compounds, 0.67% hits; in the data active = activity change below about -30%; also: % is scaled to controls: 0 for no effect and ±100 for the full control effect
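Final compound at 57.5 uM, incubated 10 min at RT with coupling enzyme reagent (glyceraldehyde-3-phosphate), then 20 min with substrate and AmpLite Red detection. Fluorescence read at 525/598 nm; tests interference with the coupling assay, not aldolase inhibition.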
ELG1 genotoxic = qHTS screen for small molecules that induce genotoxicity in human embryonic kidney (HEK293T) cells expressing luciferase-tagged ELG1 | 330,000 compounds, 1.3% hits | HEK293T ELG1-luciferase reporter, luminescence, 16 h | AID 504466, 2011 | Potency, µM (top dose mostly 46 µM), inactives show at the highest dose activity change, positive = activation, most hits filed as activators; also: potency is read from the fitted curve at half-maximal effect; % of control where 0% means no effect; nearly all actives have a fitted effect of over 60% in size
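After overnight (16 hr) compound treatment at 37 °C, ELG1-luciferase HEK293T cells were lysed with ONE-Glo; luminescence quantified 30 min later at room temperature.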
Gal4-VP16 FLuc = VP16 counterscreen qHTS for inhibitors of ROR gamma transcriptional activity; Potency, µM (doses to about 53.6 µM), for the others: at the highest dose activity, negative = inhibition, most hits filed as inhibitors; AID 2546, 2010; 310,000 compounds, 3.5% hits; Drosophila S2 Gal4-VP16 UAS-luciferase, luminescence, 20 h;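 also: Gal4-VP16 expression switched on by copper sulfate through the metallothionein promoter; potency is read from the fitted curve at half-maximal effect; % is scaled to controls: 0 for no effect and ±100 for the full control effect; nearly all actives have a fitted effect of over 50% in size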
Tb PFK block = qHTS Assay to Find Inhibitors of T. brucei phosphofructokinase; T. brucei PFK, ADP-Glo luminescence; ATP-dependent 6-phosphofructokinase (Trypanosoma brucei brucei), O15648; 330,000 compounds, 0.17% hits; AID 485367, 2010; Potency, µM (titrated, usually from 57.5 µM), for inactives: at the top dose activity, negative = inhibition, hits mostly inhibitors;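 also: potency is read from the fitted curve at half-maximal effect; 0% = uninhibited 1x PFK enzyme wells and -100% = no-enzyme wells; nearly all actives have a fitted effect of over 60% in size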
Target sequence (O15648 whole entry, looked up): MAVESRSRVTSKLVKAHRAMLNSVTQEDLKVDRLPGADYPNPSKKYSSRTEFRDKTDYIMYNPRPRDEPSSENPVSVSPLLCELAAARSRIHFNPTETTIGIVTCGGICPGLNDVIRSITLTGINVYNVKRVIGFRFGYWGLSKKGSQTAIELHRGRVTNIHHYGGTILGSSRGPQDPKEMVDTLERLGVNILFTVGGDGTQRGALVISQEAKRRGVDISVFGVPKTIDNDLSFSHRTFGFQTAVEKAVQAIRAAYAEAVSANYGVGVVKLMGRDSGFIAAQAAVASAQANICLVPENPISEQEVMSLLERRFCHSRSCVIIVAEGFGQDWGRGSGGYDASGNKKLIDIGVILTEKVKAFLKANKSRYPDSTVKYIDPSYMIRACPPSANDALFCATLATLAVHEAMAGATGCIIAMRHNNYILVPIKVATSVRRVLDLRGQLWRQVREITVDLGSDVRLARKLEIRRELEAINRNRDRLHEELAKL
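PFK 1.25 nM, F6P 0.5 mM, ATP 0.1 mM, 0.1 M TEA pH 8.0, 5 mM MgCl2, 0.01% Tween20, 0.1% BSA; 45 min RT. ADP-Glo readout. qHTS titration up to 57 uM; curves fitted, compounds curve-classed.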
Rab9 promoter act = qHTS Assay for Rab9 Promoter Activators | Huh7 Rab9 promoter-luciferase reporter, luminescence, 24 h | Potency, µM (titrated, usually from 9.22 µM), for the others: at the highest dose activation, negative = inhibition, usual class: activators | 320,000 compounds, 2.8% hits | AID 485297, 2010; also: potency is read from the fitted curve at half-maximal effect; % of control where 0% means no effect; nearly all actives have a fitted effect of over 60% in size
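Luminescence from Amplite-detected luciferase (10 minutes, ambient) reports Rab9 promoter activation. Before that, stable Rab9-luciferase Huh7 cells (1500/well, reduced-serum OP-MEM I plus 10% FBS) were exposed to compound for 24 hours at 37C.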
* hit, by the source's call; ? = inconclusive; . = no result given; [ ] = dose if it differs, or a comment. Unless noted, calls follow the shape of the dose curve; as a rule, active = well fitted curve in the direction sought with a large enough effect; inconclusive = small, poorly fitted or top-dose-only effect, or another doubt; inactive = no such curve, though single readings can be large; an effect the other way counts as inactive or inconclusive.

SMILES	uPA generation	RORgamma inh	Giardia kill	FLuc modulator	NPC1 prom act	KCNH2 3.1 inh	Coupling enz	ELG1 genotoxic	Gal4-VP16 FLuc	Tb PFK block	Rab9 promoter act
CCNc1nnc(SCC(=O)N2c3ccccc3NC(=O)CC2C)s1 (centres undefined)	3%	.	11	14%	0%	-37	.	-2%	.	10%	-5%
Cc1ccc(C(CC(=O)NCCCN(C)C)c2ccc(OC(C)C)cc2)cc1 (centres undefined)	2%	-18%	-27	6%	0%	-6	1	1%	-9%	2%	-4%
COc1ccc(-c2cc3cc(OC)c(OC)cc3c(C)n2)cc1	0%	-26%	-10	17µM*	?	-8	-5	3%	3%	4%	?
CC(C(=O)Nc1ccccc1C(=O)N1CCOCC1)N(c1ccc(Cl)cc1)S(C)(=O)=O (centres undefined)	-3%	5%	1	1%	-9%	-5	-1	0%	3%	0%	-6%
COc1cc(C(=O)Nc2ccc(Cl)c([N+](=O)[O-])c2)cc(OC)c1OC	5%	-9%	-11	1%	-2%	3	2	17%	-3%	-15%	-5%
C/C(CC(=O)Nc1ccc2c(c1)OCCO2)=N\NC(=O)COc1cccc(C)c1	-4%	-4%	0	?	-5%	-3	2	2%	-10%	5%	0%
Cc1ccc(NC(=O)COC(=O)Cc2csc(-c3ccc(Cl)cc3)n2)cc1C	-2%	14%	-5	?	-2%	-12	-2	9%	-2%	-2%	-2%
Cc1cc(C(=O)OCC(=O)Nc2ccccc2Cl)c(C)o1	4%	.	-6	-20%	-3%	-14	.	3%	.	-6%	-6%
CCOC(=O)c1nnn(-c2nonc2N)c1COc1ccccc1	1%	-14%	-23	-1%	0%	-13	2	-12%	-2%	-5%	3%
Cc1[nH]nc2c1/C(=N/O)CC(c1ccccc1)C2 (centres undefined)	2%	-20%	-3	-12%	3%	.	2	-1%	-19%	-2%	4%

The final 3 compounds of the part above lead into the next.
SMILES	uPA generation	RORgamma inh	Giardia kill	FLuc modulator	NPC1 prom act	KCNH2 3.1 inh	Coupling enz	ELG1 genotoxic	Gal4-VP16 FLuc	Tb PFK block	Rab9 promoter act
Cc1cc(C(=O)OCC(=O)Nc2ccccc2Cl)c(C)o1	4%	.	-6	-20%	-3%	-14	.	3%	.	-6%	-6%
CCOC(=O)c1nnn(-c2nonc2N)c1COc1ccccc1	1%	-14%	-23	-1%	0%	-13	2	-12%	-2%	-5%	3%
Cc1[nH]nc2c1/C(=N/O)CC(c1ccccc1)C2 (centres undefined)	2%	-20%	-3	-12%	3%	.	2	-1%	-19%	-2%	4%
CCn1c(N2CCN(C(=O)NC3CCCCC3)CC2)nc2ccccc21	1%	?	-2	-2%	-6%	3	1	-2%	-10%	2%	-5%
Cc1cccc(Cc2c(C)nc3c(C(=O)NCc4ccco4)cnn3c2C)c1	.	30%	4	4%	-2%	2	4	-14%	?	-7%	0%
O=C(c1cccc(S(=O)(=O)N2CCc3ccccc32)c1)N1CCCC(C(F)(F)F)C1 (centres undefined)	4%	.	34[activator]	5%	0%	5	.	?	.	-7%	-4%
COc1cccc(CN(C)C(=O)CCNC(=O)c2ccc(Br)cc2)c1	-9%	4%	8	4%	-2%	24	.	0%	4%	0%	1%
CCOC(=O)N1CCN(c2cc(C)c([N+](=O)[O-])cc2F)CC1	0%	?	7	-11%	-7%	3	2	-10%	?	-1%	-3%
Cc1sc2nc(SCC(=O)c3cc(C)n(CC4CCCO4)c3C)n(C(C)C)c(=O)c2c1C (centres undefined)	1%	?	-18	1%	-1%	29	1	-3%	11µM*	0%	-1%
COc1ccc(CC(=O)Nc2ccc(/C(C)=N\NC(=O)c3ccc(Br)o3)cc2)cc1	0%	.	8	1%	0%	.	0	3%	.	-1%	1%
Cc1ccc2cc3cc(C(=O)NCCCN4CC(C)CC(C)C4)oc3nc2c1 (centres undefined)	-5%	13%	-9	-2%	1%	15	0	-7%	-1%	1%	2%
O=C(CS(=O)(=O)Cc1ccccc1)N1CCc2ccccc21	1%	5%	9	-15%	16%	-2	2	16%	?	-4%	16%
CN(c1ccccc1)S(=O)(=O)c1cccc(NC(=O)CSc2nnc(N)s2)c1	-3%	?	9	?	0%	-7	-1	-2%	?	4%	-2%
COc1cnc(SCC(=O)O)[nH]c1=O	-7%	-7%	3	2%	4%	-3	1	0%	3%	3%	-6%
COC(=O)c1ccc2c(c1)N(Cc1ccccc1F)C(=O)c1ccccc1S2=O (centres undefined)	4%	-6%	9	-1%	3%	-29	6	0%	-10%	8%	6%
Cc1ccc(C)n1-c1nnc(N2CCC(C(=O)NCCCN3CC(C)CC(C)C3)CC2)s1 (centres undefined)	-9%	3%	12	-1%	1%	-6	.	7%	2%	-4%	-12%
CCN(CC)C(=O)CSc1nnc(-n2nc(C)cc2C)c2ccccc12	-17%	18%	-9	6%	-2%	-5	2	-5%	5%	3%	1%
COc1ccccc1C(=O)NC(=O)CSc1nnc(SC)s1	15%	.	12	-1%	-1%	23	.	-4%	.	4%	4%
COc1cccc(CN2CCN(Cc3cc(OC)c(OC)c(OC)c3)CC2)c1OC	-3%	4%	-11	2%	-2%	6	1	-8%	-14%	-1%	3%
O=C1CC(/C=C/c2ccncc2)=Nc2ccccc2N1	-15%	26%	?	-19%	1%	-22	0	-11%	0%	-4%	-5%
CCOC(=O)CSc1nc2ccc(N3CCOCC3)cc2c(=O)n1Cc1ccc2c(c1)OCO2	.	?	.	-3%	2%	.	-31*	3%	-72%	-7%	-7%
CCCCCCCCNC(=O)c1ccc(C)cc1	.	16%	.	-13%	-2%	.	3	1%	-6%	-12%	-3%
O=C(O)/C(=C\c1ccccc1OC(F)F)Sc1nnc(-c2ccc(F)cc2)o1	-3%	8%	11	-18%	-3%	-9	10	0%	-8%	-2%	1%
CC1CCN(C(=O)COc2ccc(Nc3ccccc3)cc2)CC1	0%	40%	10	-2%	-5%	5	0	-1%	4%	1%	-2%
Cc1ccc(-c2[nH]ncc2/C=N/n2c(C)nc3ccccc3c2=O)cc1	6%	7%	-6	-5%	-1%	5	0	-6%	4%	1%	-11%
O=C(O)C1Cc2[nH]cnc2C(c2cccc([N+](=O)[O-])c2)N1 (centres undefined)	-12%	-7%	8	0%	-4%	0	-3	0%	-2%	-1%	-1%
c1ccc2nc(N3CCOCC3)cnc2c1	-3%	1%	28	?	3%	0	0	11%	18%	1%	25%
O=C(c1cc(=O)c2cc(Cl)ccc2o1)N1CCN(Cc2ccccc2)CC1	4%	20%	6	4%	3%	-19	0	1%	-13%	-2%	-3%
Cc1ccc(CNC(=O)C2C3C=CC4(CN(Cc5cccnc5)C(=O)C24)O3)cc1 (centres undefined)	0%	-29%	-22	1%	-2%	-17	1	0%	-1%	-1%	-2%
CCN(CC)CCOC(=O)c1ccccc1Br	5%	17%	-2	1%	1%	4	4	1%	-1%	0%	2%
Cc1ccnc2nc(C(=O)N3CCN(S(=O)(=O)c4ccccc4)CC3)nn12	7%	9%	3	0%	3%	-19	3	-1%	-14%	-6%	8%
O=C(NCC1CC1)c1cc([N+](=O)[O-])cc([N+](=O)[O-])c1	-2%	-4%	0	0%	0%	0	-1	-3%	-2%	5%	-4%

Just Tb PFK block and ELG1 genotoxic, for some of the entries so far:
SMILES	Tb PFK block	ELG1 genotoxic
Cc1ccc(CNC(=O)C2C3C=CC4(CN(Cc5cccnc5)C(=O)C24)O3)cc1 (centres undefined)	-1%	0%
CCN(CC)CCOC(=O)c1ccccc1Br	0%	1%
Cc1ccnc2nc(C(=O)N3CCN(S(=O)(=O)c4ccccc4)CC3)nn12	-6%	-1%
